NSD2 inh: blocks human NSD2 histone methyltransferase activity; NSD2-SET H3K36me1 DELFIA fluorescence, biochemical; inhibition, % at 12.5 µM; O96028; AID 624260; 44,000 tested, 0.07% active; in the data active = inhibition above about 54%, passing the limit was not always enough;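 note: inhibitors reduce the monomethyl H3K36 fluorescence signal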
An asterisk follows results filed as active; i = inactive.

structure	NSD2 inh
C[C@@H]1CN([C@@H](C)CO)C(=O)Cc2cc(NC(=O)Cc3ccccc3)ccc2O[C@H]1CN(C)S(=O)(=O)c1ccccc1	-1
C[C@@H]1CN([C@H](C)CO)C(=O)c2cc(Br)cnc2O[C@@H]1CN(C)Cc1ccc2c(c1)OCO2	-2
C[C@@H]1CN([C@@H](C)CO)C(=O)c2cc(NC(=O)CCCN(C)C)ccc2O[C@@H](C)CCCCO[C@@H]1CN(C)S(C)(=O)=O	-3
Cc1noc(C)c1NC(=O)Nc1ccc2c(c1)C(=O)N([C@H](C)CO)C[C@H](C)[C@@H](CN(C)C(=O)CCCN(C)C)OCCCC[C@@H](C)O2	15
C[C@H](CO)N1C[C@H](C)[C@@H](CN(C)C(=O)Cc2ccccc2)Oc2cc(-c3cncnc3)ccc2S1(=O)=O	10
CNC[C@H]1Oc2ccc(NC(=O)CCCN(C)C)cc2C(=O)N([C@H](C)CO)C[C@@H]1C	1
C[C@H]1CCCCO[C@@H](CN(C)C)[C@@H](C)CN([C@@H](C)CO)C(=O)c2cc(NS(=O)(=O)c3cccs3)ccc2O1	2
C[C@H](CO)N1C[C@H](C)[C@@H](CN(C)Cc2ccc(C(=O)Nc3ccccc3N)cc2)Oc2ccc(NS(C)(=O)=O)cc2CC1=O	-3
COc1ccccc1-c1ccc2c(c1)O[C@H](CN(C)S(=O)(=O)c1ccc(F)cc1)[C@@H](C)CN([C@H](C)CO)S2(=O)=O	2
C[C@@H]1CCCCO[C@H](CN(C)C(=O)Cc2ccccc2)[C@@H](C)CN([C@H](C)CO)C(=O)c2cc(NC(=O)NC3CCCCC3)ccc2O1	-8
C[C@@H]1CN([C@@H](C)CO)S(=O)(=O)c2ccc(Br)cc2O[C@@H]1CN(C)C(=O)CC1CC1	5
O=C(C[C@@H]1C[C@@H]2c3cc(NS(=O)(=O)c4ccc(F)cc4)ccc3O[C@@H]2[C@@H](CO)O1)N1CCOCC1	-1
C[C@H]1CN([C@@H](C)CO)C(=O)Cc2cc(NC(=O)Nc3ccc(C(F)(F)F)cc3)ccc2O[C@H]1CN(C)C(=O)Nc1ccccc1	-4
C[C@@H]1CCCCO[C@@H](CN(C)S(=O)(=O)c2cccs2)[C@H](C)CN([C@@H](C)CO)C(=O)c2cc(N(C)C)ccc2O1	-171
COc1ccc(NC(=O)Nc2cccc3c2O[C@H](CN(C)C(=O)Nc2cccc4ccccc24)[C@H](C)CN([C@@H](C)CO)C3=O)cc1	-2
C[C@@H]1CN([C@H](C)CO)C(=O)Cc2cc(NC(=O)Nc3ccc(C(F)(F)F)cc3)ccc2O[C@H]1CN(C)Cc1ccc(C(=O)O)cc1	2
Cc1noc(C)c1S(=O)(=O)Nc1ccc2c(c1)C(=O)N([C@H](C)CO)C[C@@H](C)[C@@H](CN(C)C(=O)CCC(F)(F)F)OCCCC[C@H](C)O2	-1
COc1ccc(C#Cc2ccc3c(c2)[C@]2(C(=O)N3)[C@H](c3ccc(OCCO)cc3)N3[C@H](c4ccccc4)[C@H](c4ccccc4)OC(=O)[C@H]3[C@@H]2C(=O)NC[C@H](O)c2ccccc2)cc1	14
COc1ccc(CN(C)C[C@H]2Oc3c(NS(=O)(=O)c4cccs4)cccc3C(=O)N([C@@H](C)CO)C[C@H]2C)cc1	3
C[C@H](CO)N1C[C@H](C)[C@H](CN(C)C(=O)Nc2ccccc2)Oc2ccc(NS(C)(=O)=O)cc2CC1=O	-1
COCC(=O)N(C)C[C@@H]1Oc2cc(-c3ccccc3F)ccc2S(=O)(=O)N([C@@H](C)CO)C[C@@H]1C	4
C[C@@H]1CN([C@H](C)CO)S(=O)(=O)c2ccc(C#Cc3ccccc3)cc2O[C@@H]1CN(C)C(=O)Nc1ccccc1	-1
C[C@@H]1CN([C@@H](C)CO)C(=O)c2cc(/C=C/c3ccccc3)cnc2O[C@@H]1CN(C)C(=O)CN1CCOCC1	-3
O=C(Nc1ccc2c(c1)[C@@H]1C[C@H](CC(=O)N3CCc4ccccc4C3)O[C@H](CO)[C@@H]1O2)NC1CCCC1	-8
C[C@@H]1CN([C@@H](C)CO)C(=O)Cc2cc(NS(=O)(=O)c3ccc(Cl)cc3)ccc2O[C@H]1CN(C)C(=O)Nc1cccc2ccccc12	-4
C[C@H]1CN([C@@H](C)CO)C(=O)Cc2cc(NC(=O)CCCN(C)C)ccc2O[C@H]1CN(C)S(=O)(=O)c1ccccc1	6
O=C(CN1C2=NCCN2c2ccccc21)c1ccc(Cl)cc1Cl	10
CNC[C@H]1Oc2cc(C#CC(C)(C)O)ccc2S(=O)(=O)N([C@H](C)CO)C[C@@H]1C	-5
CC1CCC2(NC1)OC1CC3C4CC=C5CC(O[C@@H]6O[C@H](CO)[C@@H](O[C@@H]7O[C@@H](C)[C@H](O)[C@@H](O)[C@H]7O)[C@H](O)[C@H]6O)CCC5(C)C4CCC3(C)C1C2C (stereo not given in full)	-4
C[C@H]1CN([C@@H](C)CO)C(=O)c2cc(NC(=O)CCCN(C)C)ccc2O[C@H]1CN(C)C(=O)Nc1ccc(F)cc1	7
CCCNC(=O)N(C)C[C@@H]1Oc2cc(-c3cncnc3)ccc2S(=O)(=O)N([C@@H](C)CO)C[C@H]1C	4
C[C@@H]1CN([C@H](C)CO)C(=O)c2cccc(NC(=O)c3ccc(-c4nccs4)cc3)c2O[C@H]1CN(C)Cc1ccc(C(=O)O)cc1	-265
O=C(CCCCCC(=O)N/N=C/c1ccccn1)NO	1
C[C@@H]1CN([C@@H](C)CO)C(=O)c2cc(NS(=O)(=O)c3cn(C)cn3)ccc2O[C@@H]1CN(C)CC1CCCCC1	8
COc1ccc(-c2cnc3c(c2)C(=O)N([C@H](C)CO)C[C@H](C)[C@@H](CN(C)S(C)(=O)=O)O3)cc1	-5
C[C@H]1CN([C@@H](C)CO)C(=O)Cc2cc(NC(=O)Cn3cnnn3)ccc2O[C@H]1CN(C)Cc1ccc(C(=O)O)cc1	3
C[C@@H]1CN([C@@H](C)CO)C(=O)c2cc(NC(=O)Cc3ccccc3)ccc2O[C@@H](C)CCCCO[C@@H]1CN(C)C(=O)Cc1ccccc1	i
CC(C)CC#Cc1cnc2c(c1)C(=O)N([C@H](C)CO)C[C@@H](C)[C@H](CN(C)Cc1ccc3c(c1)OCO3)O2	2
CCCCNC(=O)C(COCc1ccccc1)OC(=O)c1ccccc1 (stereo not given)	-2
COc1ccc(CN(C)C[C@@H]2OCCCC[C@H](C)Oc3ccc(NC(=O)Cc4ccccc4)cc3C(=O)N([C@H](C)CO)C[C@H]2C)cc1	9
C[C@@H]1CN([C@@H](C)CO)C(=O)c2cccc(NC(=O)c3ccncc3)c2O[C@@H]1CN(C)S(=O)(=O)c1cccs1	-1
C[C@@H]1CN([C@H](C)CO)C(=O)c2cccc(NC(=O)C3CCOCC3)c2O[C@H]1CN(C)S(=O)(=O)c1cccs1	-4
C/C=C(/C)C(=O)OC(COc1c2ccoc2c(OC)c2oc(=O)ccc12)C(C)(C)O (stereo not given)	-3
C[C@@H]1CN([C@H](C)CO)C(=O)Cc2cc(NS(=O)(=O)c3ccc(Cl)cc3)ccc2O[C@H]1CN(C)CC1CCCCC1	-17
C=C1C2CCC3C(CCC4[C@]3(C)CCC[C@]4(C)C(=O)O)(C2)C1OC(=O)/C(C)=C\C (stereo not given in full)	-18
C[C@@H]1CN([C@@H](C)CO)S(=O)(=O)c2ccc(-c3cccc(C(=O)N(C)C)c3)cc2O[C@H]1CN(C)C	0
CC(=O)N(C)C[C@@H]1Oc2ncc(C#C[C@@H](C)O)cc2C(=O)N([C@@H](C)CO)C[C@@H]1C	-1
CCCN(C)C[C@H]1OCCCC[C@@H](C)Oc2ccc(NS(=O)(=O)c3ccc(F)cc3)cc2C(=O)N([C@@H](C)CO)C[C@H]1C	0

Already shown: ten of the compounds above.
structure	NSD2 inh
CCCCNC(=O)C(COCc1ccccc1)OC(=O)c1ccccc1 (stereo not given)	-2
COc1ccc(CN(C)C[C@@H]2OCCCC[C@H](C)Oc3ccc(NC(=O)Cc4ccccc4)cc3C(=O)N([C@H](C)CO)C[C@H]2C)cc1	9
C[C@@H]1CN([C@@H](C)CO)C(=O)c2cccc(NC(=O)c3ccncc3)c2O[C@@H]1CN(C)S(=O)(=O)c1cccs1	-1
C[C@@H]1CN([C@H](C)CO)C(=O)c2cccc(NC(=O)C3CCOCC3)c2O[C@H]1CN(C)S(=O)(=O)c1cccs1	-4
C/C=C(/C)C(=O)OC(COc1c2ccoc2c(OC)c2oc(=O)ccc12)C(C)(C)O (stereo not given)	-3
C[C@@H]1CN([C@H](C)CO)C(=O)Cc2cc(NS(=O)(=O)c3ccc(Cl)cc3)ccc2O[C@H]1CN(C)CC1CCCCC1	-17
C=C1C2CCC3C(CCC4[C@]3(C)CCC[C@]4(C)C(=O)O)(C2)C1OC(=O)/C(C)=C\C (stereo not given in full)	-18
C[C@@H]1CN([C@@H](C)CO)S(=O)(=O)c2ccc(-c3cccc(C(=O)N(C)C)c3)cc2O[C@H]1CN(C)C	0
CC(=O)N(C)C[C@@H]1Oc2ncc(C#C[C@@H](C)O)cc2C(=O)N([C@@H](C)CO)C[C@@H]1C	-1
CCCN(C)C[C@H]1OCCCC[C@@H](C)Oc2ccc(NS(=O)(=O)c3ccc(F)cc3)cc2C(=O)N([C@@H](C)CO)C[C@H]1C	0

(further entries)
structure	NSD2 inh
COc1ccc(S(=O)(=O)N(C)C[C@@H]2Oc3c(NC(=O)c4nc5ccccc5s4)cccc3C(=O)N([C@@H](C)CO)C[C@H]2C)cc1	0
CC(=O)N(C)C[C@@H]1Oc2cc(C#Cc3ccccc3F)ccc2S(=O)(=O)N([C@@H](C)CO)C[C@H]1C	22
C[C@H]1CN([C@@H](C)CO)C(=O)Cc2cc(NC(=O)Nc3ccc4c(c3)OCO4)ccc2O[C@H]1CN(C)C(=O)Nc1ccc(F)cc1	1
C[C@H](CO)N1C[C@H](C)[C@@H](CN(C)C)Oc2cc(/C=C/c3ccccc3)ccc2S1(=O)=O	2
CC(C)=CCc1c(O)cc(O)c2c1OC(c1ccc(O)c(O)c1)CC2=O (stereo not given)	10
CS(=O)(=O)Nc1ccc2c(c1)[C@@H]1C[C@H](CC(=O)N3CCOCC3)O[C@@H](CO)[C@@H]1O2	7
NCc1ccccc1CC(=O)N[C@@H]1C(=O)N2C(C(=O)O)=C(CSc3nnnn3CC(=O)O)CS[C@H]12	1
OC(CSc1nccc(-c2ccc3c(c2)OCCO3)n1)C(F)(F)F (stereo not given)	0
COc1ccc(S(=O)(=O)Nc2cccc3c2O[C@@H](CN(C)S(=O)(=O)c2ccc(Cl)cc2)[C@H](C)CN([C@H](C)CO)C3=O)cc1	-1
N#CC1c2ccc(Br)cc2C=CC1c1ccccc1 (stereo not given)	6
Cc1ccc(-c2ccc3c(c2)O[C@@H](CN(C)S(C)(=O)=O)[C@@H](C)CN([C@@H](C)CO)S3(=O)=O)cc1	-1
COc1ccc(NC(=O)N(C)C[C@H]2Oc3c(NS(=O)(=O)c4ccccc4)cccc3C(=O)N([C@H](C)CO)C[C@H]2C)cc1	-1
O=C(N1CCOCC1)[C@@]1(Cc2ccccc2)COC(c2ccc(OCCCO)cc2)=N1	-5
CC(C)NC(=O)N(C)C[C@H]1Oc2c(cccc2N(C)C)C(=O)N([C@H](C)CO)C[C@H]1C	5
CC1OC(OCC2OC(OCC3(C)C(O)CCC4(C)C3CCC3(C)C4CCC4C5=CC(C)(C)CCC5(C(=O)O)CCC43C)C(O)C(O)C2O)C(O)C(O)C1O (stereo not given)	-25
C[C@@H]1CCCCO[C@@H](CN(C)C(=O)C2CCCCC2)[C@@H](C)CN([C@@H](C)CO)C(=O)c2cc(NS(=O)(=O)c3ccc(F)cc3)ccc2O1	19
COc1ccc(NC(=O)Nc2ccc3c(c2)CC(=O)N([C@H](C)CO)C[C@H](C)[C@@H](CN(C)S(=O)(=O)c2ccccc2)O3)cc1	-6
CC(=O)N(C)C[C@H]1Oc2ncc(C#CC3(O)CCCC3)cc2C(=O)N([C@H](C)CO)C[C@@H]1C	-1
CC(C)NC(=O)Nc1ccc2c(c1)C(=O)N([C@H](C)CO)C[C@H](C)[C@@H](CN(C)S(C)(=O)=O)OCCCC[C@H](C)O2	-2
COCC#Cc1ccc2c(c1)O[C@H](CN(C)S(=O)(=O)c1cccc(OC)c1)[C@@H](C)CN([C@@H](C)CO)S2(=O)=O	4
C[C@H]1CN([C@@H](C)CO)C(=O)CCCn2cc(nn2)CO[C@H]1CN(C)C(=O)Nc1ccc(-c2cccs2)cc1	9
Cc1noc(C)c1NC(=O)N(C)C[C@@H]1Oc2ccc(NC(=O)C3CC3)cc2CC(=O)N([C@H](C)CO)C[C@@H]1C	-3
C[C@@H]1CN([C@H](C)CO)C(=O)c2cc(NS(=O)(=O)c3cn(C)cn3)ccc2O[C@@H]1CN(C)Cc1ccc(Cl)c(Cl)c1	-3
COc1ccc(NC(=O)Nc2ccc3c(c2)CC(=O)N([C@H](C)CO)C[C@H](C)[C@@H](CN(C)S(=O)(=O)c2c(C)noc2C)O3)cc1	-15
C[C@H]1CN([C@@H](C)CO)C(=O)c2cc(C#CC(C)(C)O)cnc2O[C@H]1CN(C)Cc1ccccn1	-5
C/C=C/c1cnc2c(c1)C(=O)N([C@H](C)CO)C[C@@H](C)[C@H](CN(C)C(=O)Nc1ccc(C(F)(F)F)cc1)O2	-2
C[C@@H]1CN([C@@H](C)CO)C(=O)c2cc(NC(=O)Cc3ccccc3)ccc2O[C@@H]1CN(C)Cc1ccc(C(=O)Nc2ccccc2N)cc1	3
O=C(C[C@@H]1CC[C@H](NC(=O)c2ccncc2)[C@@H](CO)O1)NCC1CC1	1

Bioassay records as filed in PubChem BioAssay.

This is a subset; rates above refer to the full screens.
